Large T inhibition – SV40 large T antigen inhibitors, biochemical (AID 1903); 310,000 tested, 0.39% active; inhibition, % at 20 µM, or IC50 in µM where a hit was titrated; SV40 large T antigen ATPase/helicase inhibition assay; higher % means a stronger effect; in the data active = a potency from the dose series; inconclusive = inhibition mostly from about 32% at the one dose, without a potency; inactive = the rest, 99 in 100 with inhibition below about 32%; note: strong numbers were not always called active
TNAP activation fold – stimulation of alkaline phosphatase TNAP activity – biochemical, luminescent, no phosphate acceptor, uHTS, primary screen (AID 1001); purified TNAP, luminescent activation assay, no phosphate acceptor; higher activation fold means a stronger effect; activation fold at 20 µM, or EC50 in µM where a hit was titrated; 200,000 tested, 0.03% active; in the data active = activation fold from about 3, or a potency from the dose series; inactive = the rest, 99 in 100 with activation fold below about 1.6; note: many of its hits are not listed in these tables
Rac1 GTP hydrolysis – MgcRacGAP GTPase-activating activity inhibitors, confirmation, biochemical, ADP Hunter fluorescence | MgcRacGAP-stimulated Rac1 GTP hydrolysis, ADP Hunter fluorescence; higher % means a stronger effect; GST-tagged Rac1 F28L mutant substrate | one-dose inhibition, % at 30 µM; IC50 in µM for titrated hits | 340,000 tested, 0.6% active | AID 624330;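 active = first-screen hits whose inhibition reached a set limit at any dose in the follow-up dose series; inconclusive = inhibition above the set first-screen limit but never retested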;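 note: fluorescence reports GDP produced by GAP-driven GTP hydrolysis; strong numbers were not always called active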
PhoP inhibition – inhibitors of PhoP regulon expression, primary screen, Salmonella Typhimurium, GFP reporter (AID 1863). inhibition, % at 50 µM; hits with a dose series show IC50 in µM. 300,000 tested, 0.16% active. S. Typhimurium PhoP-regulated promoter GFP reporter, 4 h; higher % means a stronger effect;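 active = inhibition over 29.93%, a cutoff 3 SD above the screen mean, later confirmed by dose response; inconclusive = inhibition over 29.93% but no dose response follow-up; inactive = inhibition at most 29.93% or unconfirmed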;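 note: 0% = low Mg2+ inducing control and 100% = high Mg2+ repressing control; strong numbers were not always called active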
Myeloid diff MLP – promotes myeloid progenitor differentiation; ER-HoxA9 myeloid progenitors, lysozyme-GFP differentiation, flow cytometry; calls only at 10 µM; 360,000 tested, 1% active;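 active = normalized GFP-positive differentiation at or above the plate's own cutoff, the solvent-only control mean plus 3 SD; inconclusive = no clear call, values can overlap the other calls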;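 note: cells exposed to compound for four days before flow analysis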
RSV CPE inhibition – RSV antiviral activity via CPE protection, HEp-2 cells, primary 10 µM value included (AID 2391). HEp-2 cells, RSV-induced CPE inhibition; higher % means a stronger effect. CPE inhibition, % at 10 µM; hits with a dose series show IC50 in µM. 310,000 tested, 0.13% active; in the data active = a potency from the dose series; inconclusive = CPE inhibition mostly from about 23% at the one dose, without a potency; inactive = the rest, 99 in 100 with CPE inhibition below about 21%; note: strong numbers were not always called active
NTR1 agonist – NTR1-driven beta-arrestin-GFP spot formation – imaging, U2OS cells, high content, primary screen (AID 493036); 330,000 tested, 0.17% active; P30989; agonist mode; activation, % at 20 µM;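 active = activation at or above 40% of the spot to cytoplasm intensity ratio, with at least 20 cells analyzed; inconclusive = wells under 20 cells, flagged as cytotoxic or low count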;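 note: 0% = DMSO without peptide and 100% = 100 nM NTR1 peptide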
Target sequence (P30989 whole entry, looked up): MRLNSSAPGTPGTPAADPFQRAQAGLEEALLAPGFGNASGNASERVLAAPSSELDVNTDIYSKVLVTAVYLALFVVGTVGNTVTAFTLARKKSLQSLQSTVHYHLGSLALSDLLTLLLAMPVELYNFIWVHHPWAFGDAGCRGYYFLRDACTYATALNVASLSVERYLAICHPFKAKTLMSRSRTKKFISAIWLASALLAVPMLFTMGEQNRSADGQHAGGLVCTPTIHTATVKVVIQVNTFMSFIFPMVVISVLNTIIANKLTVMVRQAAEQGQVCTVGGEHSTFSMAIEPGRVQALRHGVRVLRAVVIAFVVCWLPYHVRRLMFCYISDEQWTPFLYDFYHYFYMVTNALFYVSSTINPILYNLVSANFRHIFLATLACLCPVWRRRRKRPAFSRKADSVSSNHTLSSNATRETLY
UTI89 phage lysis – protection from phage-mediated lysis, alamar blue read-out – E. coli UTI89, K1F phage, bacterial capsule biogenesis inhibitors (AID 488966); E. coli UTI89 K1F phage lysis, alamar blue, 2 h; higher % means a stronger effect; inhibition, % at 100 µM; hits with a dose series show IC50 in µM; 340,000 tested, 0.02% active;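 active = phage lysis inhibition, versus mean bacterial control, above a set limit; inconclusive = no clear call, values can overlap the other calls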;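 note: capsule biogenesis inhibitors block K1F phage lysis so surviving cells raise fluorescence; higher fluorescence means more inhibition of phage lysis; actives were called in the ten point dose series up to 300 µM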
T cell HTS – T cell immune modulation candidate; 2C CD8+ T cell-vesicle binding, flow cytometry; active compounds read low; calls only at 7 µM; 330,000 tested, 0.068% active; AID 2052;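 active = response, share of CD8 T cells binding vesicles, and their 90th percentile fluorescence all below set limits, cut at about 80% in these data, passing the limit was not always enough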
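Also added: QL9-peptide-loaded Drosophila micro-vesicles bearing Ld, ICAM-1 and B7-1; Test system: purified 2C TCR transgenic mouse naive CD8+ T cells; Measured by: cytometric PE anti-B7-1 and Alexa647 anti-CD8 signals after 1% paraformaldehyde fixation; Timing: binding step 1.5 h, 37 °C, antibody labelling 20 min, ice.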
T cell HTS vesicle-bound % – recorded beside T cell HTS, whose call it bears; double positive events, %; measured here: CD8+ vesicle-bound cell fraction;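 binding gate set so that unloaded-vesicle control wells show 10% double positive cells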
NTR1 agonist cell count 20 µM – recorded beside NTR1 agonist, whose call it bears; cell count; measured here: cell count, cytotoxicity flag
Myeloid diff MLP GFP+ MAC1+ % – recorded beside Myeloid diff MLP, whose call it bears; GFP+ MAC1+ double positive, %; measured here: differentiation confirmed by MAC1 staining
* = called active by the depositor; i = inactive; ? = inconclusive; / = no result given; + = active, no number; [ ] = dose if it differs, or a comment.

SMILES	Large T inhibition	TNAP activation fold	Rac1 GTP hydrolysis	PhoP inhibition	Myeloid diff MLP	Myeloid diff MLP GFP+ MAC1+ %	RSV CPE inhibition	NTR1 agonist	NTR1 agonist cell count 20 µM	UTI89 phage lysis	T cell HTS	T cell HTS vesicle-bound %
COC(=O)c1cccc(C23CC4(C2)[C@H](CN(Cc2cccnc2)[C@@H]4c2ccccc2)C3c2ccc(Cl)nc2)c1 (stereo not given in full)	-4%	/	11%	0%	i	2.8	0.4%	6.7	85	0.5%	i	55
CN(CCC#N)C(=O)COC(=O)/C=C/c1cccs1	14%	1.1	-3%	8%	i	0.2	3.9%	0.0	92	0.2%	i	36
O=C(O)c1cccc(Nc2ncnc3ccccc23)c1	9%	1.2	-1%	-5%	i	9.0	0.9%	0.3	58	0.4%[50 µM]	i	35
CCCCC[C@H]1CN(Cc2ccccc2)C(=O)[C@@H]1CC(=O)NCc1ccc(OC)cc1	14%	/	6%	/	i	1.2	-0.9%	0.7	93	-1.4%	i	4
CC(C)(C)NC(=O)NC(=O)COC(=O)c1cccc(F)c1	6%	1.1	-6%	5%	i	0.7	1.0%	-1.7	72	0.0%	i	45
CC1CCCCN1S(=O)(=O)c1ccc(S(=O)(=O)N(Cc2ccccc2)Cc2ccco2)cc1 (stereo not given)	7%	1.1	-1%	5%	i	1.5	11%	2.0	40	0.2%[50 µM]	i	31
Cc1ccc(C)c(SCC(=O)OCC(=O)c2ccco2)c1	0%	1.1	20%	-28%	i	6.5	-0.4%	-0.5	40	0.2%	i	48
CCn1c(=O)n(CC)c2cc(N3CCCC3)c(NC(=O)c3ccccc3OC)cc21	10%	/	15%	14%	i	0.6	8.0%	6.8	49	-0.1%	i	15
COc1ccc(CNc2oc(C)nc2C#N)cc1	6%	1.1	5%	5%	i	1.0	0.6%	1.0	80	0.9%	i	42
O=C(NCc1ccc2c(c1)OCO2)c1c(-c2ccsc2)sc2ccccc12	/	/	9%	/	i	1.8	/	4.4	56	0.6%	i	12
COc1ccc(Cl)cc1N=Cc1c(O)c2ccccc2oc1=O	8%	/	9%	-5%	i	0.5	0.8%	0.5	38	0.0%	i	29
O=C(CSc1nnc(-c2ccco2)n1-c1ccccc1)NCC1CCCO1 (stereo not given)	10%	/	-5%	3%	?	/	0.5%	-0.4	61	-0.1%	i	8
COc1cccc(C2NC(=O)N(CCCC(=O)O)C(C)=C2C(=O)OCc2ccccc2)c1 (stereo not given)	11%	/	/	/	/	/	-0.6%	1.8	93	/	i	14
CCn1c(SCC(=O)NCc2ccc3c(c2)OCO3)nnc1-c1c[nH]c2ccccc12	-9%	1.1	9%	11%	i	0.8	0.2%	0.6	48	1.6%	i	54
CC(=O)N(\C=C/C=C/C=C1\Sc2ccccc2C1=O)c1ccccc1	27%	0.6	27%	-5%	i	0.4	-1.4%	-2.2	97	6.3%	i	60
O=C(Nc1cccc(C(=O)O)c1)/C(=C/c1ccc([N+](=O)[O-])cc1)NC(=O)c1ccccc1	-1%	1.1	4%	2%	i	1.0	3.0%	0.0	49	-0.7%	i	42
CCCc1ccc(-c2ccc(/C=C/C(=O)O)cc2)nc1	7%	1.2	8%	-15%	i	0.1	2.5%	/	/	1.5%[50 µM]	i	27
CC(CC(=O)Nc1nc2ccccc2[nH]1)c1ccccc1 (stereo not given)	0%	1.2	12%	13%	i	0.9	2.5%	-0.9	44	0.2%	i	28
NC(=O)c1cc2ccccc2o/c1=N\NC(=O)c1ccccc1O	21%	/	6%	-17%	i	0.3	1.6%	0.4	108	0.4%	i	23
CCN(CC)S(=O)(=O)c1ccc(C)c(NC(=O)CSc2nc3ccc(C)cc3[nH]2)c1	11%	1.3	12%	-4%	i	0.1	?	3.5	60	1.9%	i	27
O=C(CNC(=S)N(CCCN1CCOCC1)Cc1cccs1)N1CCCCCC1	12%	1.1	-1%	4%	/	/	-3.4%	2.5	55	1.1%	i	33
Cn1c(=N)n(CC(O)c2ccco2)c2ccccc21 (stereo not given)	2%	1.1	1%	-5%	i	0.7	0.8%	-1.6	90	-0.3%	i	50
Cc1ccc(/C=C/C(=O)OC(C)C(=O)NC2CCCCC2C)o1 (stereo not given)	15%	/	5%	0%	i	0.4	9.8%	0.8	51	1.3%[50 µM]	i	50
N/C(=N\OC(=O)c1ccco1)c1ccccc1	0%	1.1	-4%	2%	i	6.6	1.9%	0.2	55	0.8%	i	12
O=C(COC(=O)c1cc(F)cc(F)c1)NCCCc1ccccc1	4%	/	8%	3%	i	0.7	0.9%	-2.6	85	-0.1%	i	20
c1ccc(CCSc2ncnc3nc[nH]c23)cc1	8%	1.2	8%	2%	i	0.5	4.5%	-0.5	78	0.3%	i	62
COc1cc(O)c(C(CCN2CCCC2)c2ccc3c(c2)OCO3)c(OC)c1 (stereo not given)	3%	/	10%	1%	i	1.4	-1.9%	1.8	82	1.0%	i	55
CC(C)C(=O)Nc1sc2c(c1-c1nc3ccccc3[nH]1)CCCC2	5%	1.1	10%	11%	i	1.1	-2.3%	9.1	55	-0.1%	i	53
Cc1c(C)n2c(SCC(=O)N3CCCCCC3)nnc2[nH]c1=O	10%	/	2%	10%	i	0.5	-0.9%	0.6	58	0.4%[50 µM]	i	38
CCNc1sc(S(C)(=O)=O)nc1S(=O)(=O)c1ccc(Cl)cc1	6%	1.1	10%	-4%	i	0.1	3.0%	-0.4	37	0.3%	i	5
C=CCSc1nc(C)cc(C(=O)OCC)c1C#N	5%	/	10%	3%	i	0.7	3.7%	2.3	63	-0.2%	i	9
CC(C)c1cccc(C(C)C)c1OC(=O)[C@H]1OC(c2ccc(Br)cc2)=C[C@@H]1c1ccc(Br)cc1	/	/	3%	/	i	0.9	-1.1%	2.7	68	2.3%	i	33
O=c1[nH][nH]c(C(F)(F)F)c1/C=N/N1CCOCC1	9%	1	10%	-8%	i	0.2	0.0%	-0.7	91	1.2%	i	62
CCOCCCNCC(=O)NCC1CCCCC1	-1%	1.1	141µM*	2%	i	0.2	1.2%	1.0	51	2.0%	i	2
O=C(OCC(=O)N1CCN(c2ccccc2)CC1)c1cccc([N+](=O)[O-])c1	18%	/	1%	2%	i	1.3	1.3%	-0.2	64	0.2%[50 µM]	i	26
Cc1cnc(C(=O)N(CC(C)C)c2c(N)n(CC(C)C)c(=O)[nH]c2=O)cn1	/	/	0%	/	i	1.3	/	-0.8	56	0.2%[50 µM]	/	/
CN(C)c1ccc(NC(=O)c2ccc3c(c2)nnn3C)cc1	-4%	1.1	20%	1%	i	0.0	-0.1%	1.6	91	0.1%	i	49
Cc1cccc(-n2ccnc2SCC(=O)Nc2nccs2)c1C	12%	1.1	-12%	9%	i	0.5	1.4%	0.5	52	-0.4%	i	48
Cc1cc(C(=O)Cn2nnc3ccccc3c2=O)c(C)n1Cc1cccs1	14%	1.1	5%	-9%	i	1.1	11%	5.3	85	0.3%	i	32
COc1cc(NC(=O)COC(=O)c2cc(S(=O)(=O)N3CCCCC3)ccc2Cl)c(C)cc1[N+](=O)[O-]	0%	1	2%	3%	i	0.6	1.1%	2.7	63	0.3%[50 µM]	i	59
Cc1ccc2nc(C)cc(C(=O)OCC(=O)Nc3c(C)n(C)n(-c4ccccc4)c3=O)c2c1	22%	1.1	-6%	0%	i	0.3	2.7%	0.6	52	0.1%	i	32
CC(C)Cc1csc(NC(=O)C(C)C)c1C(=O)O	-6%	/	14%	-10%	i	0.1	7.1%	-1.3	58	0.0%	i	37
CCOc1ccccc1C(=O)N1CCN=C1SCc1cccnc1	2%	1.1	-2%	11%	i	1.5	1.4%	-0.3	62	0.1%	i	49
CC(C)(C)Nc1nc(Cl)nc(NCc2ccccc2)n1	23%	/	1%	-1%	i	0.4	6.9%	6.7	42	15%	i	42
CCCC1CC(C)(c2csc(Nc3ccc(OCC)cc3)n2)OC1=O (stereo not given)	27%	1.1	10%	3%	i	8.8	9.8%	6.2	59	0.6%	i	11
Cn1c2ccccc2n2c(=O)cc(-c3ccccc3)c(C#N)c12	0%	/	3%	-10%	i	0.3	/	2.7	63	0.9%	i	19
COc1ccc(N(CC(=O)NC2CCCC2)S(=O)(=O)c2ccc(NC(C)=O)cc2)cc1	7%	/	2%	-2%	i	0.4	1.1%	-1.3	34	-0.1%	i	17
COc1cc(OC)cc(-c2nc3ccccc3c(=O)n2OC(=O)c2ccccc2C)c1	6%	1.1	10%	-8%	i	0.2	1.6%	2.6	75	0.2%	i	54
CC(=O)Oc1ccc2c(c1)Oc1cc(OC(C)=O)ccc1C21OC(=O)c2ccccc21	8%	1	10%	-187%	+	15*	1.6%	-4.6	40	2.3%	i	63
Cc1cc(C)c2c(c1)OC(=O)CC2c1ccc2c(c1)OCO2 (stereo not given)	/	/	6%	/	i	2.9	/	1.2	63	0.3%	/	/
CCCCCC(=O)NC(CC(=O)OC)c1ccc2c(c1)OCO2 (stereo not given)	9%	1.1	-1%	1%	i	0.8	0.4%	2.2	59	3.7%	i	19
COc1ccccc1C(CNC(=O)C1CCN(C(=O)Nc2ccccc2)CC1)N1CCCC1 (stereo not given)	/	/	6%	/	i	0.6	/	-1.6	55	1.5%[50 µM]	/	/
CCc1cc(=O)oc2cc(OCC(=O)N3CCCc4ccccc43)ccc12	3%	1.1	24%	-4%	i	4.5	0.9%	0.6	52	1.8%	i	41
Cc1ccc(NC(=O)CSCC(=O)Nc2ccccc2C(=O)NC2CC2)cc1	/	/	6%	/	i	0.8	/	-1.0	60	1.3%[50 µM]	/	/
O=C(NCc1ccc2c(c1)OCO2)c1ccc(COc2cc(Cl)ccc2Cl)o1	2%	1	4%	7%	i	0.4	?	0.9	80	0.5%	i	39
O=S1(=O)CCOCCN1Cc1ccccc1	9%	/	13%	/	i	0.5	0.1%	3.2	88	1.1%	i	25
c1ccc(CCOn2ccnc2)cc1	9%	/	3%	-2%	i	0.7	4.3%	-2.2	68	0.2%	i	50
